BoNT-A LC inh2 = inhibitors of Botulinum neurotoxin A light chain protease; inhibition, % at 10 µM; 360,000 compounds, 0.17% hits; multiplex microsphere protease substrate cleavage, flow cytometry; AID 588499; in the data active means inhibition above about 30%; inconclusive means no clear call, values can overlap the other calls; further: plate controls were buffer without enzyme for full effect and enzyme alone for no effect
Mtb FBA inh = Mtb fructose-bisphosphate aldolase inhibition; P9WQA3; purified M. tuberculosis FBA, fluorescence read-out; inhibition, % at 1 µM; 360,000 compounds, 2.3% hits; in the data active means inhibition above about 27%;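 further: 0% = vehicle and 100% = reference inhibitor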
Target sequence (P9WQA3 whole entry, looked up): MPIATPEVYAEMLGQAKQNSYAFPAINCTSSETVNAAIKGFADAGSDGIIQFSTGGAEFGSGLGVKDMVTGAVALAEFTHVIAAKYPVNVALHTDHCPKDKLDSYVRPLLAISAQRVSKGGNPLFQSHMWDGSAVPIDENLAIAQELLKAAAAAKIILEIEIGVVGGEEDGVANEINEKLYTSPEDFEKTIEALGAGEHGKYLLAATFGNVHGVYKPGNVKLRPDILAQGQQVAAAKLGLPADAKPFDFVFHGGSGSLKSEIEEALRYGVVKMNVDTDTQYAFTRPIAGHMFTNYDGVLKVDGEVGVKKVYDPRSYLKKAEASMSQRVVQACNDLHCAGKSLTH
GDH-TPI inh = counter-screen for M. tuberculosis FBA inhibitors: GDH-TPI coupled enzymes; GDH-TPI coupled enzyme counterscreen, NADH absorbance; inhibition, % at 4.8 µM; 360,000 compounds, 1.2% hits;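 further: 0% = DMSO wells and 100% = wells lacking the enzyme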
FadD28 binding = blocks FadD28 binding to the bisubstrate probe | fluorescence polarization | inhibition, % at 12.5 µM | 360,000 compounds, 0.22% hits; in the data active means inhibition above about 8.5%, passing the limit was not always enough; inconclusive means no clear call, values can overlap the other calls
PrPC surface inh = cell surface PrPC inhibition, primary TR-FRET screen | P04156 | TR-FRET read-out | inhibition, % at 13.8 µM | 370,000 compounds, 0.43% hits; in the data active means inhibition above about 24%; further: 0% = median of the test wells and 100% = reference compound wells
CCHFV vOTU inh = blocks the CCHF virus ovarian tumor domain protease; inhibition, % at 11.5 µM; CCHFV vOTU protease, Pep-AMC fluorescence; AID 651958; 370,000 compounds, 0.55% hits; further: 0% = vehicle wells with enzyme and 100% = no enzyme wells
Mtb UGM inh = blocks M. tuberculosis UGM enzyme; P9WIQ1; purified UGM, fluorescence polarization probe displacement; inhibition, % at 10 µM; 320,000 compounds, 0.06% hits; in the data active means inhibition above about 10%, passing the limit was not always enough; inconclusive means no clear call, values can overlap the other calls
Target sequence (P9WIQ1 whole entry, looked up): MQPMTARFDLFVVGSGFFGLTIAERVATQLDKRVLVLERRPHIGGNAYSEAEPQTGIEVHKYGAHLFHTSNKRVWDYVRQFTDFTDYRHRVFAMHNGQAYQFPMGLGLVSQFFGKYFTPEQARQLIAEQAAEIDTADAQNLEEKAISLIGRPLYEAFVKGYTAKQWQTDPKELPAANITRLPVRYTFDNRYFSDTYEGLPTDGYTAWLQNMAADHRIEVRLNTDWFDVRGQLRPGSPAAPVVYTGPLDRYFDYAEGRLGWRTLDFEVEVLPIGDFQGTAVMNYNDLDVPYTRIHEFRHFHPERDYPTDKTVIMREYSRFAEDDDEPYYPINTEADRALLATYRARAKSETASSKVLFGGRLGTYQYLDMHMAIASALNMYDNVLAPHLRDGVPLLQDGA
BoNT F protease = inhibitors of Botulinum neurotoxin F light chain protease; Multiplex microsphere protease cleavage assay, flow cytometry; inhibition, % at 10 µM; 360,000 compounds, 0.22% hits; in the data active means inhibition above about 35%, passing the limit was not always enough; inconclusive means no clear call, values can overlap the other calls; further: plate controls were buffer without enzyme for full effect and enzyme alone for no effect
Mtb BioA inh = blocks M. tuberculosis BioA enzyme activity | purified M. tuberculosis BioA enzyme, plate reader | inhibition, % at 9.99 µM | 360,000 compounds, 0.096% hits | AID 602481; in the data active means inhibition above about 40%; inconclusive means no clear call, values can overlap the other calls
* hit, by the source's call; ? = inconclusive; · = not tested or not shown. Unless noted, no stated cut-off is given here; in the data, active means inhibition above about 30%; inactive means the rest. Random draw from the library, and some 4.8% of all compounds hit somewhere here.

SMILES | BoNT-A LC inh2 | Mtb FBA inh | GDH-TPI inh | FadD28 binding | PrPC surface inh | CCHFV vOTU inh | Mtb UGM inh | BoNT F protease | Mtb BioA inh
Cc1ccc(S(=O)(=O)/C(C#N)=C/c2c(N3CCOCC3)nc3ccccn3c2=O)cc1 | ? | -3 | 16 | -3.0 | -2 | -3 | · | ? | 2.3
COC(=O)CCC(=O)COc1ccccc1C#N | -0.7 | 4 | 2 | 0.7 | 3 | -4 | 0.9 | 1 | -0.2
CN1CCN(c2ccc(CNC[C@H]3O[C@@H](n4cnc5c(=O)[nH]c(N)nc54)[C@H](O)[C@@H]3O)c(S(C)(=O)=O)c2)CC1 | -0.7 | 3 | · | -2.6 | 0 | 7 | · | 0 | 0.8
CC(c1ccncn1)N(C)C(=O)c1ccc2oc(Cc3ccccc3)nc2c1 (stereo not drawn) | -1.6 | 1 | -4 | 1.1 | 2 | -2 | 1.9 | 3 | 0.9
CCOC(=O)Cc1cc(-c2ccc(OC)cc2)nc2ccc3ccccc3c12 | 1.2 | 35* | 3 | -2.4 | 2 | -21 | -2.5 | 2 | ·
CCOC(=O)CSc1nc(C)c(C(C)=O)cc1C#N | -2.6 | -3 | -1 | 0.3 | -13 | 2 | -1.3 | -2 | ·
NC(=S)n1[nH]c(-c2ccc([N+](=O)[O-])cc2)c(N=Nc2cccc(Cl)c2)c1=O | -0.3 | -1 | 9 | -1.7 | -13 | 3 | · | -1 | ·
NS(=O)(=O)c1ccc(Cl)c(S(N)(=O)=O)c1 | -0.2 | 2 | 13 | -2.2 | -2 | -4 | · | -4 | -0.5
Cc1[nH]c2ccccc2c1/C=N/NC(=O)CNC(=O)COc1ccccc1 | -2.4 | 4 | 10 | -0.6 | -3 | 7 | -2.8 | -5 | -1.7
CCOC(=O)C(Cc1ccccc1)NC(=O)CCCC(=O)c1ccccc1 (stereo not drawn) | -1.0 | -5 | -8 | 0.2 | 11 | -4 | -0.1 | -10 | -2.4
Cc1cc(C)c2cc(C(=O)N(C)C3CCN(C)CC3)[nH]c2c1 | · | 8 | 1 | -3.2 | 4 | -7 | -1.6 | · | -0.8
COc1ccc(Cl)cc1C(=O)NNC(=O)c1cccc(S(=O)(=O)N(C)C)c1 | 0.5 | 0 | 5 | -0.1 | -19 | 12 | 1.1 | -5 | ·
Cc1cccc(NC(=O)Cn2nnc3ccccc32)c1 | -0.7 | -1 | -5 | 3.5 | 10 | 4 | -1.7 | 5 | 0.4
CC1Cc2nc(SCC(=O)Nc3ccc(F)cc3)n(C)c(=O)c2S1 (stereo not drawn) | 0.3 | 0 | 12 | -1.9 | -4 | -3 | -1.9 | -2 | ·
CCCN1CCC2(CC1)NC(CO)(CO)CO2 | 0.7 | 2 | -4 | -0.5 | -9 | -5 | 0.9 | -4 | 3.0
CCn1c(CNC(=O)C2CCCCC2)cc2ccccc21 | -1.1 | 1 | 3 | -3.9 | 9 | 0 | 0.7 | -9 | -1.3
Cc1ccc2nc(-c3cccnc3)cc(C(=O)Nc3ccccc3[N+](=O)[O-])c2c1 | 0.5 | 3 | 23 | -0.8 | 0 | 19 | -0.5 | -4 | -1.4
Cc1cc(C)c(S(=O)(=O)Nc2ccccc2C(=O)OCC(=O)NCc2ccccc2)c(C)c1 | -0.3 | 0 | 3 | -0.9 | 5 | -3 | 1.0 | -4 | ·
COC(=O)[C@]1(Cc2ccccc2)N[C@H](CN(C)S(=O)(=O)c2ccc(-c3ccccc3)cc2)[C@@H]2C(=O)N(C)C(=O)[C@@H]21 | -0.5 | -1 | 7 | 11* | -16 | 8 | -1.0 | -3 | -0.7
Cc1ccccc1NC(=O)OCCN1CCN(Cc2ccccc2)CCC1=O | -0.4 | 1 | -7 | -2.2 | 3 | 3 | -2.0 | -4 | 0.7
CCC(CC)COC(=O)C(C#N)c1nc2ccccc2nc1N1CCN(CC)CC1 (stereo not drawn) | 6.8 | 0 | 12 | -1.4 | -6 | 22 | -1.9 | 3 | -1.7
CCCCOC(=O)Cc1c(O)c2ccccc2[nH]c1=O | 0.0 | 15 | 0 | -3.2 | 2 | 5 | 0.1 | 1 | 0.3
O=C(CN(Cc1ccco1)C(=O)CNS(=O)(=O)c1ccc(F)cc1)NCCc1ccccc1 | -0.3 | 0 | -1 | -3.3 | -1 | 4 | 1.4 | 6 | 1.1
Cc1nnc(N2CCCC(C(=O)NCc3ccccc3F)C2)c2nn(-c3ccccc3)c(C)c12 (stereo not drawn) | -6.8 | 8 | 3 | 0.6 | -7 | -9 | -0.5 | 13 | 7.0
O=C(Nc1ccccn1)c1ccc(C(=O)Nc2ccccn2)cc1 | ? | 0 | 10 | -0.2 | · | · | -5.3 | ? | 1.3
SMILES | BoNT-A LC inh2 | Mtb FBA inh | GDH-TPI inh | FadD28 binding | PrPC surface inh | CCHFV vOTU inh | Mtb UGM inh | BoNT F protease | Mtb BioA inh
Clc1ccccc1CN1CCN(c2ncccn2)CC1 | 0.3 | 5 | 10 | 1.6 | 11 | 8 | 2.5 | -7 | 1.3
COc1cccc(CNC(=O)N2CCN(S(=O)(=O)c3ccc(C)cc3)CC2)c1 | 3.3 | 0 | 1 | 0.2 | 0 | -11 | -0.1 | -7 | 4.7
COc1ccc(C(NC(C)=O)c2ccc3cccnc3c2O)c(OC)c1 (stereo not drawn) | 1.1 | 0 | 8 | -0.3 | · | · | -1.0 | 0 | -1.8
O=C(CCN1CCN(S(=O)(=O)c2ccc(F)cc2)CC1)Nc1ccccc1F | 1.3 | -1 | 7 | 0.0 | -1 | -9 | -0.7 | -2 | 4.3
Cc1ccc(Cl)cc1NC(=O)C1CCCCC1C(=O)O (stereo not drawn) | 0.2 | -1 | 4 | -1.1 | -2 | -15 | -0.2 | -4 | ·
O=C(NC(=S)NNC(=O)c1cc2ccccc2cc1O)c1ccco1 | -0.8 | -6 | 20 | 1.8 | 0 | 1 | 2.0 | -6 | ·
O=C1C=CC(=O)N1c1ccc(N2CCCCC2)cc1 | -4.2 | 3 | -6 | -1.5 | -8 | -7 | 2.6 | -21 | ·
COc1ccc(/C=C2\Oc3cc(OCC(=O)N4CCC[C@H]4C(=O)O)ccc3C2=O)cc1OC | -0.6 | 1 | 19 | 0.7 | · | · | 0.1 | -15 | -0.3
O=[N+]([O-])c1ccc(NNC(=S)Nc2ccc(F)cc2)cc1 | 0.2 | -1 | 15 | 1.4 | 0 | 15 | 0.9 | -13 | 0.2
COc1ccccc1NCCC(=O)OCC(=O)Nc1ccc(Cl)cn1 | -0.1 | 6 | -1 | -1.9 | -2 | 4 | -0.5 | ? | 1.3
Cc1ccc(Cl)c2c1=NC(=O)C=2c1[nH]c(=S)[nH]c1O | -0.6 | -27 | 13 | -3.1 | -13 | -4 | 1.2 | 2 | 0.3
C[C@@H](NC(=O)c1nc[nH]c1C(=O)NCc1ccccc1)c1ccccc1 | 0.0 | -3 | -10 | -6.0 | 2 | 9 | -0.8 | 3 | -0.1
O=C(COC(=O)C1CC2C=CC1C2)Nc1ccccc1F (stereo not drawn) | -0.9 | 2 | 11 | 0.6 | -2 | -12 | -1.4 | -4 | 1.9
S=C(NCc1cccnc1)Nc1cccc2ccccc12 | -1.0 | -4 | -5 | -1.6 | 5 | -15 | -2.0 | -3 | 0.0
Cc1cc(NC(=O)COC(=O)c2cccc(S(=O)(=O)N3CCOCC3)c2)no1 | 0.7 | 1 | 2 | -0.1 | 7 | 22 | 1.6 | -4 | -0.6
COC(=O)c1ccc(C2C(C(=O)c3cc4ccccc4o3)=C(O)C(=O)N2CCCN(C)C)cc1 (stereo not drawn) | 0.9 | 2 | 5 | -5.1 | -4 | 20 | 1.5 | 6 | 4.9
O=C(O)/C=C/C(=O)Nc1ccc(-n2ccc(C(F)(F)F)n2)cc1 | -0.4 | 4 | 9 | -1.6 | 4 | 9 | -2.5 | -7 | ·
COc1cccc(Nc2nc(N)c([N+](=O)[O-])c(NCc3ccccc3)n2)c1 | · | -1 | 16 | -3.8 | -10 | -3 | -0.2 | · | 0.7
O=C(NCC1CCCO1)c1cccc(C(=O)NCC2CCCO2)c1 (stereo not drawn) | 1.3 | 2 | -8 | -0.3 | 1 | 3 | -0.2 | ? | -0.6
O=C(O)c1ccc(NC(CSCc2ccc(F)cc2)C(=O)O)c([N+](=O)[O-])c1 (stereo not drawn) | 1.0 | -3 | 9 | -1.4 | -14 | -2 | -1.3 | 0 | 3.7
C[C@]12c3[nH]c4cc(-c5ccco5)ccc4c3CCN1C(=O)[C@@H](CC(=O)NCc1ccco1)C[C@@H]2C(=O)N1CCOCC1 | -0.3 | 31* | 7 | -3.9 | -13 | -27 | · | 2 | -1.2
Cc1cc(C)cc(NC2=NCCCS2)c1 | -2.5 | 4 | 5 | -0.3 | 5 | 5 | 2.8 | -13 | ·
Cc1nc(SCC(=O)O)c(C#N)c2c1CCCC2 | -0.2 | -1 | 2 | -4.0 | 9 | -2 | 1.6 | -2 | 2.2
O=C(c1cccs1)N(CC1CCCO1)c1nc(-c2ccccc2)cs1 (stereo not drawn) | -0.6 | -1 | 8 | -0.8 | -1 | 4 | 0.9 | -2 | -1.1
O=C1c2nccnc2C(=O)N1Cc1ccccc1 | 0.6 | 4 | 11 | -2.1 | 0 | -4 | · | -8 | ·

Some of the entries so far, as comma-separated lines.
smiles,BoNT-A LC inh2,Mtb FBA inh,GDH-TPI inh,FadD28 binding,PrPC surface inh,CCHFV vOTU inh,Mtb UGM inh,BoNT F protease,Mtb BioA inh
O=C1C=CC(=O)N1c1ccc(N2CCCCC2)cc1,-4.2,3,-6,-1.5,-8,-7,2.6,-21,·
Cc1ccc(Cl)cc1NC(=O)C1CCCCC1C(=O)O (stereo not drawn),0.2,-1,4,-1.1,-2,-15,-0.2,-4,·

More structures follow.
SMILES | BoNT-A LC inh2 | Mtb FBA inh | GDH-TPI inh | FadD28 binding | PrPC surface inh | CCHFV vOTU inh | Mtb UGM inh | BoNT F protease | Mtb BioA inh
CC(O)(c1cccc(F)c1)c1nc(-c2ccc3c(c2)OCO3)cs1 (stereo not drawn) | -0.3 | 0 | 0 | -2.9 | -1 | 8 | · | -4 | -0.4
CCOc1cc(NC(=O)Nc2ccccc2)c(OCC)cc1NC(=O)CC | 2.1 | -1 | 4 | -1.4 | -1 | 1 | 0.7 | ? | -1.6
O=c1cc(O)c(-c2cccc(Cl)c2)c(Cl)[nH]1 | 0.0 | 1 | 6 | 0.2 | -2 | 6 | 0.3 | 8 | -0.3
O=C(NC(=S)Nc1ccc(Cc2ccncc2)cc1)c1ccccc1Cl | -0.9 | 6 | -1 | -1.6 | 7 | -5 | 4.3 | -6 | 0.3
CSc1ccccc1NC(=O)COC(=O)c1ccccc1Cc1ccccc1 | -0.9 | 0 | 7 | -0.3 | -1 | -6 | 0.0 | -5 | ·
O=C(Nc1ccccc1N1CCCC1)c1cccnc1 | -0.8 | 0 | 2 | -3.0 | 2 | 2 | -1.1 | -13 | -1.8

Entries above with an aryl methoxy group, in the order listed:
SMILES | BoNT-A LC inh2 | Mtb FBA inh | GDH-TPI inh | FadD28 binding | PrPC surface inh | CCHFV vOTU inh | Mtb UGM inh | BoNT F protease | Mtb BioA inh
CCOC(=O)Cc1cc(-c2ccc(OC)cc2)nc2ccc3ccccc3c12 | 1.2 | 35* | 3 | -2.4 | 2 | -21 | -2.5 | 2 | ·
COc1ccc(Cl)cc1C(=O)NNC(=O)c1cccc(S(=O)(=O)N(C)C)c1 | 0.5 | 0 | 5 | -0.1 | -19 | 12 | 1.1 | -5 | ·
COc1cccc(CNC(=O)N2CCN(S(=O)(=O)c3ccc(C)cc3)CC2)c1 | 3.3 | 0 | 1 | 0.2 | 0 | -11 | -0.1 | -7 | 4.7
COc1ccc(C(NC(C)=O)c2ccc3cccnc3c2O)c(OC)c1 (stereo not drawn) | 1.1 | 0 | 8 | -0.3 | · | · | -1.0 | 0 | -1.8
COc1ccc(/C=C2\Oc3cc(OCC(=O)N4CCC[C@H]4C(=O)O)ccc3C2=O)cc1OC | -0.6 | 1 | 19 | 0.7 | · | · | 0.1 | -15 | -0.3
COc1ccccc1NCCC(=O)OCC(=O)Nc1ccc(Cl)cn1 | -0.1 | 6 | -1 | -1.9 | -2 | 4 | -0.5 | ? | 1.3
COc1cccc(Nc2nc(N)c([N+](=O)[O-])c(NCc3ccccc3)n2)c1 | · | -1 | 16 | -3.8 | -10 | -3 | -0.2 | · | 0.7

Compound activity from PubChem.
